Assay outcomes from PubChem.
ABCB6 inh 2: ABCB6 transporter inhibitors, primary screen, K562-ABCB6 cells, flow cytometry, MLPCN library | ATP-binding cassette sub-family B member 6 (Homo sapiens), Q9NP58 | K562-ABCB6 porphyrin accumulation, 1 h; hits give low values | fluorescence ratio to DMSO, % at 10 µM | 360,000 compounds, 0.19% hits | AID 602162, 2011;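 active means fluorescence ratio to DMSO below 75%, the collection mean minus 3 SD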;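 further: signal is porphyrin accumulated inside mitochondria; 100% equals median channel fluorescence of DMSO control wells; lower ratio means ABCB6 inhibition with less porphyrin fluorescence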
TLR9-MyD88 inh: inhibitors of TLR9-MyD88 association in cells, primary screen, cell-based, CHO, BLA complementation, fluorescence | Toll-like receptor 9 (Homo sapiens) + Myeloid differentiation primary response protein … | CCF4 FRET ratio | inhibition, % at 4.98 µM | 340,000 compounds, 0.21% hits;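 active means inhibition above the mean over all tested compounds plus 3 SD, cut at about 21% in these data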;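 further: 0% = DMSO only wells and 100% = clavulanate BLA inhibitor control wells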
ABHD5 PLIN5 PPI: ABHD5-PLIN5 interaction inhibitors, primary screen, cell lysate, split luciferase complementation, luminescence; 360,000 compounds, 0.78% hits; inhibition, % at 4 µM; Split G. princeps luciferase complementation, 4 h; Perilipin-5 (Homo sapiens) + 1-acylglycerol-3-phosphate O-acyltransferase ABHD5 (Homo …; AID 602281, 2012;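 active means inhibition above the mean inhibition across every tested compound plus 3 SD, cut at about 22% in these data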;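 further: 0% = DMSO only wells and the 100% control is not disclosed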
Target sequence (Q00G26 whole entry, looked up): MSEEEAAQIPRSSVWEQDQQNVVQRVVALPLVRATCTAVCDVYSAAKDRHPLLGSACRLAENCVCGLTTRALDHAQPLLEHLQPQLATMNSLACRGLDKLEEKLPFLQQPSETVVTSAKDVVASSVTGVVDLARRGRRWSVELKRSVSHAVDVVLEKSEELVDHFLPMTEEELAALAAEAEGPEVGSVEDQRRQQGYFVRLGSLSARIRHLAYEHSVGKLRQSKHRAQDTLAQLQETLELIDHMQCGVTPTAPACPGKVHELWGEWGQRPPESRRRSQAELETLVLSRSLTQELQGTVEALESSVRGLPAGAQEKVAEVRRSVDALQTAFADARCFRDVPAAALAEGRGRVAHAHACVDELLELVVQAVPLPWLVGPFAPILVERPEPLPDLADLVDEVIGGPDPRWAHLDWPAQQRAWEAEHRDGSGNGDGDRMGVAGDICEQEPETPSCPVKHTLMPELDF
Target sequence (Q8WTS1 whole entry, looked up): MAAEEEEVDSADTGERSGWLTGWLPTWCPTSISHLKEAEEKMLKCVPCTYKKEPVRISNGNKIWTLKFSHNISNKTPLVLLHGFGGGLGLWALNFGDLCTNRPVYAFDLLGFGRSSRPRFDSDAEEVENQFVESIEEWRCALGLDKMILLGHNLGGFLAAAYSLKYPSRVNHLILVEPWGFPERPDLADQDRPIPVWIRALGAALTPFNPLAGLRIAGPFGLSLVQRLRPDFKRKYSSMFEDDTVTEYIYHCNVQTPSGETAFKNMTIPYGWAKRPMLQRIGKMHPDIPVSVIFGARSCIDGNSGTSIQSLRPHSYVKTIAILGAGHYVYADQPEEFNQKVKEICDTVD
Vif imaging: HIV Vif self-association inhibitors, primary screen, imaging, HEK293T, single point | 340,000 compounds, 0.35% hits | inhibition, % at 7.49 µM | HEK293T cells, Vif self-association by quenched fluorescence, 24 h; in the data active means inhibition above about 50%, passing the limit was not always enough; further: some results filed as inactive read as strong as hits
NOD2 RIPK2 PPI: NOD2-RIPK2 binding disruptors in cells, primary screen, fluorescence, CHO cells, BLA complementation | Receptor-interacting serine/threonine-protein kinase 2 (Homo sapiens), O43353 | CCF4 ratio | inhibition, % at 4.98 µM | 360,000 compounds, 0.38% hits; in the data active means inhibition above about 21%;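 further: 0% = vehicle only and 100% = reference blocker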
Granule exo inh: LAMP-1 surface exposure blockers, TALL-104 cells – cell-based, flow cytometry, MLPCN library, primary screen | TALL-104 LAMP-1 surface exposure; cells stimulated with thapsigargin and PMA | inhibition, % at 10 µM | 360,000 compounds, 0.66% hits;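 active means inhibition above about 55%, limit read from the data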
Glyco luc inh: increase of ERlucT glycosylation luciferase signal, primary screen, N-linked glycosylation inhibitor project, D54 ERlucT cells, luminescence, set 2; 360,000 compounds, 0.23% hits; D54 ERlucT glycosylation luciferase reporter, 24 h; percent of 100 nM tunicamycin response; reporter increase, % at 12.5 µM;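 active means mean luciferase reporter signal, scaled so untreated is 0 and the glycosylation-blocking control 100, at or above a set limit in every replicate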;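 further: luciferase carries N-glycosylation sites so blocking glycosylation raises the light; 0% = median of neutral control wells and 100% = median of 100 nM tunicamycin wells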
aDG glyco act: activators of alpha-DG glycosylation, primary screen, uHTS, Pro5-aDG cells, AlphaScreen; alpha-DG glycosylation AlphaScreen (IIH6); 0% Pro5, 100% B10-LARGE cell signal; activation, % at 10 µM; 360,000 compounds, 0.22% hits; AID 624168, 2012;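 active means activation of at least 8% versus controls, or a plate z-score of at least 8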;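 further: Pro5 are CHO cells carrying HIG-tagged alpha-DG that lacks glycosylation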
MC4R barr agon: MC4R agonists recruiting beta-arrestin, primary screen, cell-based, luminescence, agonist arm of biased-ligand search. Melanocortin receptor 4 (Homo sapiens), P32245. U2OS MC4R beta-arrestin complementation; percent of melanotan II response, DMSO zero. activation, % at 8.9 µM. 360,000 compounds, 0.98% hits;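 active means activation above a per-plate cutoff, the mean activation of sample wells on that plate plus 3 SD, cut at about 8% in these data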
MC4R antagonist: MC4R antagonists of cAMP signaling, primary screen, cell-based, TR-FRET, antagonist arm of biased-ligand search; Melanocortin receptor 4 (Homo sapiens), P32245; 360,000 compounds, 0.48% hits; inhibition, % at 6.5 µM; MC4R-expressing cells, MTII-stimulated cAMP, LANCE TR-FRET;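 active means inhibition above its plate's cutoff, the mean of tested wells on that plate plus 3 SD, cut at about 29% in these data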;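 further: 0% = Melanotan II alone and 100% = Melanotan II plus saturating MCL0020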
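Material – human MC4R-expressing U2OS cells · Repeats – no replicates · Detection – TR-FRET with Eu-cAMP and labeled anti-cAMP, 671 nm · Times – compound 30 min, challenge 1 h, detection 1 h · Compound – single nominal compound dose of 6.5 µM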
* marks the source's active call; other numbers are inactive results; . = not tested or not shown.

smiles	ABCB6 inh 2	TLR9-MyD88 inh	ABHD5 PLIN5 PPI	Vif imaging	NOD2 RIPK2 PPI	Granule exo inh	Glyco luc inh	aDG glyco act	MC4R barr agon	MC4R antagonist
COc1ccc(N/C=C\C(=O)c2ccc(C)cc2)cc1OC	95	6	2	7	-3	-2	-1	0.5	-1.1	2
CCCCCC(=O)NNC(=S)NC(=O)c1ccc([N+](=O)[O-])cc1	93	2	-10	7	-3	-1	0	0.0	1.0	-7
Cc1sc2ncnc(NCc3cccnc3)c2c1C	100	4	-1	0	-5	0	-1	1.1	-0.6	-1
O=C(CCN1CCN(c2ccccc2)CC1)Nc1nccs1	97	5	-2	3	-3	-3	-1	-0.1	-0.4	15
CC1(C)CC(C(CC(=O)N2CCCC2)Cc2ccccc2)CCO1 (stereo not given)	100	-9	1	11	7	-2	1	0.2	0.7	-1
CCc1ccc(-c2nc(CN3CCC(C(=O)NCCc4ccc(OC)c(OC)c4)CC3)c(C)o2)cc1	99	-10	10	0	4	3	0	3.3	-0.7	15
NS(=O)(=O)c1cnccc1Nc1cccc(F)c1	102	3	0	-2	0	-2	-1	-0.1	1.9	19
CSc1ccc(S(=O)(=O)N2CCC(C(=O)NCCN3CCOCC3)CC2)cc1	99	-4	-12	-5	-8	-7	2	-0.2	4.0	0
COc1ccc(N2C(=O)c3ccccc3NC2(C)C)cc1	100	14	1	-3	-9	9	1	-0.3	-0.6	-1
N#Cc1ccc(NC(=O)COC(=O)C2CCC2)cc1	98	-6	-4	6	6	-2	1	-0.2	0.2	-1
O=C(Nc1ccc2c(c1)OCCO2)C(c1ccccc1)n1c(=O)c(-c2cc3ccccc3[nH]2)nc2ccccc21 (stereo not given)	.	.	7	.	48*	3	.	1.0	.	.
O=C1NC[C@H](Cc2ccc(O)cc2)N(CCc2cccc(F)c2)C1=O	98	.	-4	.	-2	-4	.	0.1	.	.
CC(Oc1ccccc1)C(=O)N1CCN(c2ncccn2)CC1 (stereo not given)	96	-6	1	4	3	-5	-1	0.5	-1.3	8
NS(=O)(=O)c1ccc(N2N=C(c3ccccc3)CC2c2ccccc2)cc1 (stereo not given)	97	-31	-7	2	-10	2	-5	1.8	0.4	6
COc1cccc(N2CCN(C(=O)/C=C/c3ccco3)CC2)c1	101	0	4	8	6	-1	-2	-0.6	-0.6	13
COc1ccc(CNC(=O)c2noc3c2CCCCC3)cc1	112	-4	-2	17	0	-5	3	-0.1	-1.2	2
Cc1ccc(-c2nnc3n2N=C(c2ccccc2)CS3)cc1	95	5	-2	10	-16	0	-1	0.2	-1.8	-5
Cc1ccc(CC(=O)NC2CCN(Cc3ccccc3)CC2)cc1	103	1	-6	1	2	-2	1	0.0	0.2	-2
COc1ccc(OC)c(-c2csc(N(C)C(=O)c3ccco3)n2)c1	98	-4	3	-3	-3	10	4	0.2	4.8	2
Cn1c(N)c(C(=O)COC(=O)c2cc(-c3ccccc3)nc3ccccc23)c(=O)n(Cc2ccccc2)c1=O	101	-14	-12	3	8	-10	-5	-0.2	-0.8	11
COc1ccccc1N1CCN(CC(=O)Nc2cc(C)nn2-c2nc(C)cc(C)n2)CC1	106	-3	4	-3	-13	0	11	-0.1	0.1	18
O=C/C(=C\Nc1ccc(Cl)cn1)c1nc2ccccc2o1	101	8	4	4	0	1	4	-0.3	-1.9	-3
CCN(CC)CCCNC(=O)c1nn(-c2ccc(OC)cc2OC)c(=O)c2ccccc12	91	-6	1	-14	15	-4	1	0.0	-2.1	-2
CNC(=O)C12CC3CC(CC(Cl)(C3)C1)C2	100	1	2	3	-7	1	1	0.1	-3.4	0
CC(C)(C)C(=O)OCc1ccc(C2=CC(=O)CC(C)(C)C2=O)cc1	93	-2	3	.	5	-3	1	-0.2	2.3	-5
COc1cccc(-c2n[nH]nc2C2=CC(=O)C[C@H](c3ccc(F)cc3)C2)c1	96	-1	1	-4	8	3	1	-0.1	-0.9	0
O=C(CN1CCCCC1)Nc1nnc(-c2ccccc2)s1	101	-81	0	7	1	-2	-2	0.2	-0.5	-11
C[C@@H](C(=O)NCc1ccco1)N1C(=O)N2CCc3c([nH]c4ccccc34)[C@@]2(C)C1=O	93	-7	3	-2	-6	-4	-3	0.1	-1.4	-8
Cc1ccc(S(=O)(=O)N(C)c2ccc(C(=O)NCC(c3ccco3)N3CCCC3)cc2)cc1 (stereo not given)	102	5	-8	-16	-4	3	-2	-0.5	1.9	1
COc1ccc(C(CNC(=O)c2ccc(OCc3ccccc3)cc2)N2CCOCC2)cc1 (stereo not given)	99	-7	-2	0	-5	2	-6	0.0	-2.8	14
COc1ccccc1NS(=O)(=O)c1cc(NC(=O)CN2C(=O)NC3(CCCC3)C2=O)ccc1C	97	1	1	-1	-2	-3	0	0.1	-0.9	-1
CC1CCCCN1CC(O)COCc1ccccc1 (stereo not given)	100	-4	4	-9	7	0	-1	0.0	-0.5	6
O=C(Nc1ccc(F)cc1)Nc1nnc([C@@H]2C[C@H](O)[C@@H](CO)O2)s1	96	.	6	5	-11	1	0	1.2	2.5	-9
COc1cc(NC2=CC(=O)CC(C)(C)C2)cc(OC)c1OC	101	9	-2	8	6	-2	5	0.2	-0.8	8
O=C(Nc1cc(C(=O)N2CCN(c3ccccc3)CC2)ccc1Cl)c1cccs1	98	0	1	18	8	-4	1	-0.1	-0.7	5
COc1cc(C(=O)OCC(=O)NCc2ccco2)cc(OC)c1OC	97	-7	8	-1	-1	0	1	0.2	-2.4	2
CCOc1ccc(S(=O)(=O)n2cnc(C)c2)cc1	98	-1	-2	0	0	-3	2	0.1	-1.4	-4
Cc1cc(F)c(F)cc1C(=O)N1CCCC1	98	-15	-1	3	-9	0	1	0.0	-1.8	-5
CCO[C@@H]1OC(C(=O)N2CCN(Cc3ccc4c(c3)OCO4)CC2)=C[C@H](c2cn(C(C)=O)c3ccccc23)[C@H]1CCCO	97	-6	7	1	6	-6	2	0.6	-0.2	8
Cc1cccc(-n2c(SCC(=O)NCc3ccco3)nc3ccccc3c2=O)c1	102	10	9	11	-13	-3	-1	0.1	-0.6	9
COc1ccc(-c2cnc3c(NC=O)cc(-c4ccc(S(C)(=O)=O)cc4)cn23)cc1OC	92	.	9	.	-10	0	0	0.9	4.7	-17
COc1ccc(N2CCN(S(=O)(=O)c3ccc(OC)cc3)CC2)cc1	103	15	-3	-3	2	-2	2	-0.1	-1.5	12
CC1=C(C(=O)O)N2C(=O)C(NC(=O)c3nn(C)c(C)c3Cl)C2SC1 (stereo not given)	103	-4	-8	1	1	3	1	0.0	-0.5	26
COc1ccc(-c2noc3c2-c2nc(-c4ccc(Br)cc4)sc2CC3)cc1	102	-4	-12	-5	8	-2	-4	-0.3	-1.8	2
O=[N+]([O-])c1ccc(-c2nc(NCc3cccnc3)c3ccccc3n2)cc1	98	9	6	-15	-1	-5	-1	0.0	2.8	9
CCOC(=O)c1ccc(-c2ccc3ncnc(NCc4csc(C)n4)c3c2)o1	88	.	4	8	3	-2	2	-0.2	-0.3	9
Cc1ccc(C)c(NC2=CC(=O)CC(C)(C)C2)c1C#N	92	-1	1	2	4	2	0	0.3	2.5	3
COc1ccc(CNC(=O)C2CC(c3cccc([N+](=O)[O-])c3)=NO2)cc1 (stereo not given)	103	5	5	.	-4	1	4	-0.2	-1.5	-14
CC(C)NS(=O)(=O)c1ccc(CCC(=O)N2CCOCC2)cc1	94	-2	2	.	6	-1	0	0.1	0.4	5
CCN1CCN(c2ccc(NC(=O)c3ccc(Cl)c(S(=O)(=O)N4CCCC4)c3)cc2)CC1	93	3	1	.	-2	3	-4	0.3	-2.5	5
CCOc1ccc(NC(=O)Nc2cc(-c3ccccc3)sc2C(=O)OC)cc1	95	0	1	-4	-1	6	0	0.1	-1.7	-2
Cc1c(Cl)cccc1NC(=S)NC1CC1	105	-2	-1	-13	3	-1	2	0.1	-2.2	-1
CN(C)CCCNC(=O)N1c2ccccc2C=Cc2ccccc21	98	3	3	0	-2	0	0	0.2	-0.3	9
CC1(C)Cc2c(sc3nc(-c4ccccc4)oc(=O)c23)CO1	101	-3	1	-1	3	-3	1	-0.1	-0.9	5
COc1ccc(-c2noc(COC(=O)c3ccco3)n2)cc1OC	101	-13	-7	-7	-6	0	0	-0.1	-2.4	15
CC(=O)Nc1ccc(S(=O)(=O)N2CCC(NC(=O)c3ccccc3)CC2)cc1	97	-3	-4	-6	-3	-10	2	-0.1	-2.0	0
Cc1ccc(C(=O)NNC(=O)Cc2nc3nc(C)cc(C)n3n2)cc1	94	10	3	7	0	-5	1	-0.2	-0.4	2
Clc1ccccc1Cn1nnc(-c2cccs2)n1	91	9	2	7	-3	2	-3	0.6	0.6	4
O=C(NNc1ncnc2c1cnn2-c1ccccc1)c1cccs1	106	-5	-2	11	-1	-3	2	-0.5	-2.9	8
c1csc(-c2ccnc3ncnn23)c1	103	-4	11	-5	-8	8	0	0.0	-3.2	6

(continued)
smiles	ABCB6 inh 2	TLR9-MyD88 inh	ABHD5 PLIN5 PPI	Vif imaging	NOD2 RIPK2 PPI	Granule exo inh	Glyco luc inh	aDG glyco act	MC4R barr agon	MC4R antagonist
Cc1cc(Cl)ccc1C(=O)C1CCCN(C(=O)c2ccc3c(c2)OCO3)C1 (stereo not given)	94	-5	4	3	-3	-3	1	-0.1	-0.6	0
CN(C)CCC1c2ccc(Cl)cc2CCc2cccnc21 (stereo not given) (tested in a mixture with another compound)	93	-10	6	5	-3	41	1	0.1	0.5	6
CCc1ccc(S(=O)(=O)Nc2ccc(Cl)cn2)cc1	102	-1	2	15	-9	-6	1	-0.1	-0.2	5
CCOC(=O)c1c(C)[nH]c(C)c1C(=O)COC(=O)/C=C/c1cccc(C(F)(F)F)c1	89	1	-5	-10	-4	-1	2	-0.1	7.0	-6
O=C(CN1CCc2ccccc2C1)NCC(=O)Nc1ccc(F)cc1	98	8	-6	-5	-5	-3	0	-0.2	-0.4	15
O=C1S/C(=C\C=C\c2ccco2)C(=O)N1c1ccccc1	102	-8	37*	0	-5	4	12	0.1	-0.9	-4

Some of the compounds tested. The share of hits here may be higher or lower than overall.
